# CSN deneddyl inh: inhibitors of human CSN-mediated cullin deneddylation | Q92905 | Purified CSN, SCF-Nedd8-OG deneddylation, fluorescence polarization | inhibition, % at 12.5 µM | hit rate 0.38% among 360,000 | AID 651999;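 active = pattern-corrected inhibition above about 35%, with an unprinted fluorescence ratio check between 0.5 and 1.5, limit read from the data, passing the limit was not always enough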;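 also: 0% = enzyme with substrate and 100% = substrate without enzyme; some results filed as inactive read as strong as hits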
# Target sequence (Q92905 whole entry, looked up, one chain of several): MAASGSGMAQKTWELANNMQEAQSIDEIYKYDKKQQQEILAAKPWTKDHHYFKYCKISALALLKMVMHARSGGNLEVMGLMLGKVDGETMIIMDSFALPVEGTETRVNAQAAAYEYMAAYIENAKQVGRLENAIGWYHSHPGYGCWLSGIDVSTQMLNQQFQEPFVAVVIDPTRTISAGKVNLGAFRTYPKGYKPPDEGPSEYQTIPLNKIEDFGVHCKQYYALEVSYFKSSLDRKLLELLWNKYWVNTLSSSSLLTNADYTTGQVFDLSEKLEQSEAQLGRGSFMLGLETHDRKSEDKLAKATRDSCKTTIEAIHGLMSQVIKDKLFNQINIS
#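 Material: human Csn5 produced in HEK293T cells; Input: enzyme 0.24 nM; Reagent: SCFSkp2-Nedd8OG substrate at 10 nM final; Dosing: 12.5 µM compound; Incubation: 90 min reaction at room temperature; Detection: fluorescence polarization of the substrate; Evaluation: % inhibition of substrate cleavage by Csn5; Control set: substrate-only high control, full reaction low control.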
# Rpn11 block: Rpn11 (human) deubiquitinase inhibition | O00487 | human 26S proteasome, Ub4-pepOG fluorescence polarization; 20S core pre-blocked with epoxomicin | calls only at 20 µM | hit rate 0.59% among 360,000 | AID 588493;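 active = inhibition at 20 µM, scaled to each plate's controls, above about 33%, limit read from the data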
# Target sequence (O00487 whole entry, looked up): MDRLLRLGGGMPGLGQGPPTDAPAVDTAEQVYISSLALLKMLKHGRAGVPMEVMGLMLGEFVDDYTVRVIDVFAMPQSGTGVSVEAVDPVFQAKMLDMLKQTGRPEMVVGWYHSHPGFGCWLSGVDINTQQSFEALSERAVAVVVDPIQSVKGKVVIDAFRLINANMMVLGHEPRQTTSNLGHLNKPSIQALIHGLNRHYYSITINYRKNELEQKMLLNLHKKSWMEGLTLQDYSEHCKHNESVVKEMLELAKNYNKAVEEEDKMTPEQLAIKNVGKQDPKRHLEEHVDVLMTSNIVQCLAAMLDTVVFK
# STEP block: inhibitors of human striatal-enriched phosphatase STEP; recombinant STEP, OMFP fluorogenic substrate, fluorescence; hit rate 0.25% among 360,000; P54829; inhibition, % at 20 µM; AID 588621;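 active = inhibition at 20 µM, scaled per plate between control wells, above about 37%, limit read from the data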;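 also: 0% = DMSO with enzyme and substrate and 100% = substrate only without enzyme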
#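 System: isolated STEP enzyme; schedule: 20 min enzyme reaction at room temperature, protected from light; medium: Bis-Tris buffer pH 6.0, 2.5 mM DTT, 0.005% Tween 20; signal: fluorescence, 480/540 nm; dosing: single compound dose of 20 µM, 1% DMSO final; also added: OMFP substrate, 25 µM final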
# Neddylation inh: cullin neddylation inhibition; P61081+Q13564; TR-FRET cullin neddylation, biochemical; calls only at 25 µM; hit rate 0.58% among 360,000; in the data active = inhibition above about 36%
# Rin1 Abl inh: human Rin1-Abl interaction inhibition | P00519+Q13671 | TR-FRET Rin1/Abl binding, biochemical | inhibition, % at 7.35 µM | hit rate 0.4% among 360,000; in the data active = inhibition above about 5%, passing the limit was not always enough
# Scp1 inh: inhibitors of human Scp-1 phosphatase; Recombinant Scp1, phosphopeptide, malachite green phosphate absorbance; hit rate 0.88% among 340,000; inhibition, % at 20 µM; Q9GZU7;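 active = inhibition above about 50% at 20 µM, limit read from the data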;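 also: plate controls were DMSO wells with enzyme for no effect and wells lacking enzyme for full effect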
# Target sequence (Q9GZU7 76-261 limits assumed): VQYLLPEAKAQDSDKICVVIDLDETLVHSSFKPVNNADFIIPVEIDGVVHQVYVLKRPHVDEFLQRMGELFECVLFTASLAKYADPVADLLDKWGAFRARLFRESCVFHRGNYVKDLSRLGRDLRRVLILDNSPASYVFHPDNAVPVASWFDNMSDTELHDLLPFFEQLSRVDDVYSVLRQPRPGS
#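 Test system: SCP-1 phosphatase catalytic domain, residues 76-261 | Compound dosing: One concentration, 20 µM, with 1.0% DMSO | Schedule: 45 min room-temperature reaction, 5 min colour, 30 min stabiliser | Detection: Absorbance at 630 nm | Read-out basis: % inhibition of SCP-1 phosphate liberation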
# LMPTP block: blocks human LMPTP phosphatase; P24666; recombinant LMPTP-A, OMFP fluorogenic substrate, fluorescence intensity; inhibition, % at 20 µM; hit rate 0.22% among 360,000; AID 651560;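 active = compounds that cut the enzyme signal by at least half of the control window in the single-dose screen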;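 also: plate controls were DMSO wells with enzyme plus substrate for no effect and substrate without enzyme for full effect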
# Target sequence (P24666 whole entry, looked up): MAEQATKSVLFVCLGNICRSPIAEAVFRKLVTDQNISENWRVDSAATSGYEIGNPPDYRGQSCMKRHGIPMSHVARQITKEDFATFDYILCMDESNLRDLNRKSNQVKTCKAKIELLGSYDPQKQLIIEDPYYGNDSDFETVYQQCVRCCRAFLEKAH
#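 Test system: LMPTP-A phosphatase enzyme. Amount: LMPTP-A at 0.625 nM final in the reaction. Reagent: OMFP substrate, 400 µM final. Times: 50 min at room temperature. Signal: endpoint fluorescence intensity from OMFP dephosphorylation. Read-out basis: % inhibition. Benchmarks: no-enzyme and uninhibited controls.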
# DNMT1 block: DNMT1 (human) enzyme inhibition | P26358 | DNMT1 molecular beacon, Hinp1I cleavage, fluorescence | inhibition (reported as % activation of signal), % at 10 µM | hit rate 0.83% among 360,000; in the data active = inhibition above about 50%
# SUMO1-SIM PPI: alters human SUMO1 binding to SIM partners | SUMO1 binding to a labelled peptide, TR-FRET, 1 h | inhibition, % at 20 µM | hit rate 0.33% among 360,000; in the data active = inhibition above about 37%
# NadD inh: blocks S. aureus nicotinate mononucleotide adenylyltransferase; purified NadD enzyme, colorimetric absorbance read-out; inhibition, % at 20 µM; hit rate 0.78% among 360,000; AID 602399; in the data active = inhibition above about 26%; also: some compounds past the cut are filed as inactive
# * marks the source's active call; other numbers are inactive results; i = inactive; nt = no result given; + = active, no number.
# Results follow in this order: CSN deneddyl inh	Rpn11 block	STEP block	Neddylation inh	Rin1 Abl inh	Scp1 inh	LMPTP block	DNMT1 block	SUMO1-SIM PPI	NadD inh
C(=C\c1ccccc1)/CN1CCN(C(c2cccc3ccccc23)c2nnnn2C2CCCC2)CC1 (configuration not stated)
→ -4.9	i	3.0	i	1.9	nt	3.7	-6.7	-1.0	2.3
Cc1ccc(NC(=O)CCN2C(=O)NC3(CCCC3)C2=O)cc1S(=O)(=O)N1CCOCC1
→ -3.8	i	-1.1	i	3.2	-4.9	-1.1	4.8	4.7	3.5
COc1ccc(CCNC(=O)c2ccccc2OCc2ccccc2)cc1
→ -1.6	i	2.3	i	2.9	-12.0	1.7	-0.7	9.4	-7.3
Nc1nc(-c2ccco2)nn1S(=O)(=O)c1ccccc1
→ -1.0	i	-1.6	i	-3.5	-3.0	-1.4	25.1	3.5	-2.1
CN(c1ccccc1)S(=O)(=O)c1ccc(C(=O)N2CCN(c3ccccc3Cl)CC2)cc1
→ -6.1	i	1.4	i	-0.9	-8.6	4.9	-2.9	3.3	-1.8
COc1cccc(Cn2nnc(C(=O)NCc3ccc4c(c3)OCO4)c2N)c1
→ 3.7	i	-2.7	i	9.1*	-7.0	-0.6	-2.8	2.3	-1.9
Cc1ccccc1Nc1nc(NCc2ccco2)c2ccccc2n1
→ -2.8	i	4.9	i	0.3	-9.1	9.9	-1.6	2.4	-9.4
COc1ccc(CCNC(=O)C(Sc2ccccn2)c2ccccc2)cc1OC (configuration not stated)
→ 0.8	i	-1.6	i	-2.3	-3.3	-0.3	-0.1	4.7	-7.1
O=C(N=C1SC2CS(=O)(=O)CC2N1c1cccc(Cl)c1Cl)C1CC1 (configuration not stated)
→ -4.3	i	0.3	i	3.6	-2.2	-0.4	-0.8	-1.7	-4.7
O=C(CCc1cnccn1)NC1CCCc2c1cnn2-c1ccc(F)cc1F (configuration not stated)
→ 4.0	i	-2.2	i	-1.9	-5.1	-0.9	0.9	-1.6	-5.1
CC(C)CC(C(=O)NCC1CCCO1)N(C(=O)Cn1nnc(-c2ccc(F)cc2)n1)c1ccccc1F (configuration not stated)
→ 2.8	i	-0.6	i	-3.3	-5.2	-1.0	3.3	-1.7	-8.3
O=c1[nH]c(=O)n([C@H]2C[C@H](O)[C@@H](CO)O2)cc1F
→ -0.9	i	-4.5	i	-0.1	-8.8	-1.2	2.3	-1.3	0.3
NC(=O)c1ccc(SCC(=O)OCC(=O)NC2CCCCCCC2)c([N+](=O)[O-])c1
→ 3.4	i	-0.2	i	-4.1	-6.5	-0.4	-1.3	-7.4	6.3
O=C(CCC(=O)N/N=C/c1ccc(Br)s1)NCc1ccccc1
→ 1.2	i	1.0	i	1.6	-5.3	0.7	-2.8	1.0	-3.4
O=C(COC(=O)C(Cc1ccccc1)NC(=O)c1ccccc1)c1ccccc1 (configuration not stated)
→ -1.1	i	0.3	i	-3.4	-13.3	-0.3	1.1	-0.3	-10.4
Cc1[nH]c2ccc(Br)cc2c(=O)c1CN1CCCCC1
→ -3.8	i	-1.0	i	-4.0	-4.6	-0.6	2.1	5.7	1.5
Cc1nnc2ccc(-c3ccc(NS(=O)(=O)c4ccc(Cl)s4)cc3)nn12
→ -0.8	i	1.6	+	-4.3	-5.5	0.2	-7.7	-11.1	2.9
COc1cc(C(=O)NCc2ccc(-c3nc4ccccc4o3)cc2)cc(OC)c1OC
→ 0.9	i	2.5	i	1.5	3.6	0.5	13.8	0.4	-9.3
CN(C(=O)COC(=O)CSCc1cccc(Cl)c1)c1c(N)n(Cc2ccccc2)c(=O)[nH]c1=O
→ 6.0	i	4.1	i	-2.3	-3.3	-0.2	0.5	-3.2	-1.3
Cc1nc(CN(C)C(=O)c2cc(COc3ccc4ncccc4c3)on2)cs1
→ 0.9	i	-1.5	i	-3.0	-5.2	-1.1	0.2	-5.8	-3.1
CN(C1CCCCC1)C(CNS(=O)(=O)c1ccccc1)c1ccccc1 (configuration not stated)
→ -0.9	i	1.2	i	-1.7	-3.1	0.2	-1.5	2.0	-7.3
Cc1ccc(S(=O)(=O)NCCCNS(=O)(=O)c2ccccc2[N+](=O)[O-])cc1
→ 1.8	i	-2.9	i	-1.5	5.5	-1.3	-1.1	-11.2	5.7
COc1ccc2c(C(=O)c3ccc(Cl)cc3)n(CCCC(N)=O)[n+]([O-])c2c1
→ -1.3	i	-0.7	i	2.0	-0.5	-0.8	2.7	-19.4	3.2
CCOC(=O)c1c(C(C#N)C#N)cc(C)nc1C
→ 6.6	i	2.1	i	-2.3	1.6	-0.2	0.3	1.2	7.2
COc1ccc(/C=N/NC(=O)c2ccc(Br)o2)cc1Cn1cc([N+](=O)[O-])cn1
→ -7.0	i	2.5	i	-0.8	-8.3	-0.7	-2.4	-3.7	-0.9
CCn1cc(Br)c(C(=O)N(C)Cc2ccccc2)n1
→ 2.5	i	1.3	i	-4.5	-6.3	-1.1	5.8	0.9	0.9
O=C(Nc1ccc(S(=O)(=O)N2CCCCC2)cc1)c1ccco1
→ 2.5	i	0.3	i	0.0	-1.4	-0.6	0.0	-5.7	1.2
COc1ccccc1CCC(=O)Nc1nccs1
→ 0.1	i	-3.1	i	3.2	-9.1	-0.8	2.4	-0.6	-6.5
COc1cccc(CNC(=O)C2CCN(c3nn4c(=O)cc(C)nc4s3)CC2)c1
→ 1.8	i	-1.7	i	2.0	-3.8	-0.6	-0.2	2.0	-0.1
CCCCSc1nc(C)cc(C)c1S(=O)(=O)c1ccccc1C
→ 2.4	i	3.4	i	-0.5	-8.5	1.8	1.5	1.1	14.1
CC1CCCC(NC(=O)COC(=O)/C=C/c2ccco2)C1C (configuration not stated)
→ 4.6	i	1.3	i	0.8	30.7	3.7	22.1	-6.9	1.2
O=C(NCCN1CCOCC1)C(=O)NCC1OCCN1C(=O)c1ccc(Cl)cc1 (configuration not stated)
→ 0.9	i	-1.8	i	2.0	-9.2	-4.1	-5.5	12.2	-4.1
CC(=O)CCc1oc2ccc(C)cc2c1-c1ccccc1
→ 5.8	i	1.1	i	-1.6	-17.7	3.0	2.1	2.9	-1.6
CCOCCCNC(=O)c1ccc(Br)cc1
→ 2.4	i	0.7	i	-1.5	-2.2	-0.9	6.7	0.9	-1.7
C#CCOCCOCCOCCNc1nc(N2CCN(C(=O)[C@H]([C@@H](C)CC)n3cc([C@@H](N)CO)nn3)CC2)nc(N2CCN(C(=O)[C@H]([C@@H](C)CC)n3cc([C@@H](N)CC(C)C)nn3)CC2)n1
→ -9.6	i	-3.4	i	1.3	-0.5	-5.9	3.4	-29.0	6.8
NC(=O)C1CCN(C(=O)CSc2ncccn2)CC1
→ 4.6	i	-1.8	i	2.5	-10.1	-0.1	-0.9	0.2	8.7
O=C(Nc1nccs1)c1ccc(COc2ccc(Cl)cc2)o1
→ -2.6	i	-3.8	i	3.5	2.8	-0.5	1.8	5.0	-2.1
Cn1c(=O)c2[nH]c(CCC3CCCC3)nc2n(C)c1=O
→ 0.1	i	0.6	i	3.8	7.1	0.7	-1.1	-6.4	-3.2
CCC(C)(C)NC(=O)Cc1ccc(OC)c(OC)c1
→ 1.8	+	4.9	i	1.9	-4.6	-0.9	3.9	2.7	-0.5
COCCNC(=O)c1cccc(OC2CCN(Cc3ccc(F)c(OC)c3)CC2)c1
→ -0.6	i	0.2	i	0.8	0.1	-2.4	1.6	0.4	-5.9
CN(C)c1ccc(C=Cc2nccc3ccccc23)cc1
→ -70.2	i	-91.4	i	-4.0	nt	1.7	68.7*	-63.2	0.6
COCCNC(=O)C1C(=O)Nc2ccccc2C(=O)N1c1ccc2c(c1)OCCO2 (configuration not stated)
→ -1.2	nt	nt	i	nt	nt	-1.2	nt	0.1	nt
Cc1cc(NC(=O)c2ccccc2)cc(NC(=O)c2ccccc2)c1C
→ 2.0	i	-1.4	i	0.9	-7.3	-1.4	49.5	6.2	-3.3
Cc1ccc2[nH]c(=O)c(CC=C(Cl)Cl)c(C)c2c1
→ 5.7	i	-0.4	i	-0.2	-9.6	0.4	17.6	0.3	-3.5
COc1ccc(C)cc1NC(=O)C(NCC(O)c1ccccc1)c1ccccc1 (configuration not stated)
→ -2.3	i	1.4	i	0.6	-7.3	0.0	-1.3	-2.9	-11.4

# Compound profiles, as listed above:
# `C#CCOCCOCCOCCNc1nc(N2CCN(C(=O)[C@H]([C@@H](C)CC)n3cc([C@@H](N)CO)nn3)CC2)nc(N2CCN(C(=O)[C@H]([C@@H](C)CC)n3cc([C@@H](N)CC(C)C)nn3)CC2)n1` is listed as CSN deneddyl inh = -9.6; Rpn11 block = i; STEP block = -3.4; Neddylation inh = i; Rin1 Abl inh = 1.3; Scp1 inh = -0.5; LMPTP block = -5.9; DNMT1 block = 3.4; SUMO1-SIM PPI = -29.0; NadD inh = 6.8
# `CC(=O)CCc1oc2ccc(C)cc2c1-c1ccccc1` is listed as CSN deneddyl inh = 5.8; Rpn11 block = i; STEP block = 1.1; Neddylation inh = i; Rin1 Abl inh = -1.6; Scp1 inh = -17.7; LMPTP block = 3.0; DNMT1 block = 2.1; SUMO1-SIM PPI = 2.9; NadD inh = -1.6

# Next part
# Results follow in this order: CSN deneddyl inh	Rpn11 block	STEP block	Neddylation inh	Rin1 Abl inh	Scp1 inh	LMPTP block	DNMT1 block	SUMO1-SIM PPI	NadD inh
CCOc1ccc(NC(=O)c2ccc3c(c2)N(C)CCS3)cc1
→ 2.7	i	-0.2	i	-5.7	nt	-1.7	6.5	1.6	-4.7
Cc1ccc(C2CCN(C(=O)Nc3ccccc3)C2)cc1 (configuration not stated)
→ -0.1	i	-3.7	i	0.9	-3.1	-1.3	-0.3	3.7	-6.5
O=C(CN1CCN(C(=O)CN2C(=O)NC3(CCCC3)C2=O)CC1)Nc1cccc(F)c1
→ 1.1	i	-1.3	i	-1.4	-7.7	-0.9	2.7	3.7	-4.8
NC(=O)CC(NC(=O)c1ccccc1)c1ccc(NC2CCCC2)c([N+](=O)[O-])c1 (configuration not stated)
→ 15.6	i	-1.9	i	-4.5	-3.5	2.9	-0.7	-23.5	-3.1
COc1cc(/C=C/C(=O)OCC(=O)Nc2ccccc2Sc2ccc(Cl)cc2)ccc1O
→ 0.7	i	-0.9	nt	-2.4	-10.5	3.8	-13.7	-0.1	-7.4
O=C(NCCNC(=O)Nc1ccc(Cl)cc1)Nc1ccc(Cl)cc1
→ 0.7	i	0.2	i	1.9	-7.6	-3.5	15.3	2.8	2.6
NNc1nnc2c3cc(F)ccc3n(CCc3ccccc3)c2n1
→ 0.0	i	6.8	i	-1.4	-9.8	0.7	-2.0	-20.2	5.1
CC1CCCC(NC(=O)COC(=O)[C@@H](NC(=O)c2ccccc2Cl)C(C)C)C1C (some centres not stated)
→ -3.8	i	0.7	i	3.3	2.6	-1.3	-1.4	0.4	-2.5
O=C(c1ccco1)N1CCN(S(=O)(=O)c2c(Cl)cccc2Cl)CC1
→ 4.0	i	1.0	i	1.1	5.5	-1.7	0.9	1.7	-5.0
Cc1ccc(Nc2ccncc2S(N)(=O)=O)cc1
→ -3.7	i	4.2	i	-1.8	-7.0	-0.4	-9.1	3.1	0.4
